# Vif imaging = HIV Vif inhibition; HEK293T cells, Vif self-association by quenched fluorescence, imaging, 24 h; inhibition, % at 7.49 µM; 0.35% of 340,000 active; AID 602346; in the data active = inhibition above about 50%, passing the limit was not always enough; note: some results filed as inactive read as strong as hits
# PDI inh = blocks human protein disulfide isomerase activity; PDI insulin aggregation turbidity, A650, 90 min; inhibition, % at 10 µM; 0.052% of 350,000 active; AID 588391;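 active = mean inhibition across replicates of 30% or more, whatever share of single replicates reach that level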;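 note: absorbance from insulin aggregation driven by PDI reduction with DTT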
# Target sequence (P07237 whole entry, looked up): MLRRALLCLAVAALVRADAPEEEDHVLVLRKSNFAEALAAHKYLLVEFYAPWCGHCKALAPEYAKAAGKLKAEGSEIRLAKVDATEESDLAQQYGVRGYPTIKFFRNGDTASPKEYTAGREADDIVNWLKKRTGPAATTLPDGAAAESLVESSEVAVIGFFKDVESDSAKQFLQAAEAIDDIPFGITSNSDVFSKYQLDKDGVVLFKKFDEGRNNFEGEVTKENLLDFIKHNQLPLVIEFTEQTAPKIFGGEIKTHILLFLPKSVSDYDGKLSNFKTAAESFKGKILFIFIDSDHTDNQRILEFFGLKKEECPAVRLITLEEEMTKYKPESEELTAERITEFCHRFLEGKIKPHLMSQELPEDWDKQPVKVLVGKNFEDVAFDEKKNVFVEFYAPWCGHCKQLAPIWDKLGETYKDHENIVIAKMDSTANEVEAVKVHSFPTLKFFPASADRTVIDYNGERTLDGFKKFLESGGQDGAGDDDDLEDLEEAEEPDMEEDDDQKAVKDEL
# MC4R barr agon = activates human MC4R beta-arrestin recruitment. U2OS MC4R beta-arrestin complementation, luminescence; percent of melanotan II response, DMSO zero. 0.98% of 360,000 active. activation, % at 8.9 µM. AID 540308. P32245;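 active = activation above a per-plate cutoff, the mean activation of sample wells on that plate plus 3 SD, cut at about 8% in these data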
# Target sequence (P32245 whole entry, looked up): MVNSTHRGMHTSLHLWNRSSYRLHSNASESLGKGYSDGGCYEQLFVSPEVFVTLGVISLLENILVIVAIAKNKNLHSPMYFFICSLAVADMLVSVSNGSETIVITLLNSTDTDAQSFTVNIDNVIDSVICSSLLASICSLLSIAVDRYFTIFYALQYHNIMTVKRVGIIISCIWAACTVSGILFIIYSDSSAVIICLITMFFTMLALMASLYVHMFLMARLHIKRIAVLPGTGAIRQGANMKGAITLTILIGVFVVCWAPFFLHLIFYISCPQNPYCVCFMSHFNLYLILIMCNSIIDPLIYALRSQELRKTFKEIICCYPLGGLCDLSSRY
# ABCB6 inh MLPCN = inhibitors of human ABC transporter ABCB6. fluorescence ratio to DMSO, % at 10 µM. AID 602162. 0.19% of 360,000 active. K562-ABCB6 porphyrin accumulation, flow cytometry, 1 h; hits give low values. Q9NP58;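 active = fluorescence ratio to DMSO below 75%, the collection mean minus 3 SD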;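 note: signal is porphyrin accumulated inside mitochondria; 100% equals median channel fluorescence of DMSO control wells; lower ratio means ABCB6 inhibition with less porphyrin fluorescence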
# m5-HT2A agonist = activates the mouse 5-HT2A serotonin receptor | CHO-K1 mHTR2A beta-arrestin complementation, luminescence; percent of 30 µM serotonin response | 0.66% of 360,000 active | activation, % at 7.6 µM | P35363;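 active = activation above a run cutoff, the mean activation of all tested compounds plus 3 SD, cut at about 14% in these data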;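 note: 0% = plate median of compound wells and 100% = 30 µM serotonin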
# aDG glyco up = increases alpha dystroglycan glycosylation | AID 624168 | activation, % at 10 µM | Pro5-aDG cells, alpha-DG glycosylation AlphaScreen (IIH6); 0% Pro5, 100% B10-LARGE cell signal | 0.22% of 360,000 active;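 active = activation of at least 8% versus controls, or a plate z-score of at least 8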;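 note: Pro5 are CHO cells carrying HIG-tagged alpha-DG that lacks glycosylation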
# H9c2 protect = myocardial damage modulation in H9c2 cells; H9c2 cardiomyocytes, H2O2 injury protection, ATPLite, 2 h; protection from H2O2 cell death, % at 20 µM; 0.63% of 360,000 active;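 active = compounds giving at least 50% protection of heart cells from peroxide-induced death in the single-dose screen, raw or plate-pattern-corrected value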;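 note: 0% = DMSO wells with peroxide and 100% = DMSO wells without peroxide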
# CaV13 ICDI inh = Primary screen for inhibitors of IQ motif and Ca2+-dependent inactivation inhibitor domain binding in CACNA1D, Förster resonance energy transfer in living cells, …; 0.098% of 340,000 active; inhibition, % at 12.3 µM; AID 743397; HEK cells, CFP/YFP FRET ICDI-IQ, plate reader, 10 min; percent FRET-ratio fall versus neutral wells;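 active = mean replicate inhibition of at least 30% and at least 1% of replicates passing that level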;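 note: 0% = median of the neutral control wells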
# MC4R antagonist = antagonists of human melanocortin 4 receptor (MC4R) | P32245 | MC4R-expressing cells, MTII-stimulated cAMP, LANCE TR-FRET | inhibition, % at 6.5 µM | 0.48% of 360,000 active | AID 540295;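 active = inhibition above its plate's cutoff, the mean of tested wells on that plate plus 3 SD, cut at about 29% in these data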;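 note: 0% = Melanotan II alone and 100% = Melanotan II plus saturating MCL0020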
#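 Test system: U2OS cells stably expressing human melanocortin 4 receptor (MC4R); also added: Melanotan II challenge; compound: 6.5 µM single dose; timing: 30-min compound preincubation, 1-h Melanotan II challenge, 1-h detection, room temperature; signal: Eu-cAMP/anti-cAMP TR-FRET, emission 671 nm; repeats: one well per compound, no replicates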
# N-glyco inh = blocks N-linked glycosylation in D54 reporter cells | 0.23% of 360,000 active | reporter increase, % at 12.5 µM | D54 ERlucT glycosylation luciferase reporter, 24 h; percent of 100 nM tunicamycin response | AID 588692;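 active = mean luciferase reporter signal, scaled so untreated is 0 and the glycosylation-blocking control 100, at or above a set limit in every replicate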;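 note: luciferase carries N-glycosylation sites so blocking glycosylation raises the light; 0% = median of neutral control wells and 100% = median of 100 nM tunicamycin wells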
# Active calls of the source: *; nt = not tested or not shown.
SMILES,Vif imaging,PDI inh,MC4R barr agon,ABCB6 inh MLPCN,m5-HT2A agonist,aDG glyco up,H9c2 protect,CaV13 ICDI inh,MC4R antagonist,N-glyco inh
Cc1ccc(C(=O)Oc2ccccc2N2C(=O)C3C4CCC(C4)C3C2=O)cc1 (centres undefined),-8,-6,0.4,99,1,-0.1,5,-2,3,2
O=C(COC(=O)Cc1n[nH]c(=O)c2ccccc12)NNC(=O)c1ccccc1,1,11,-0.1,89,7,0.0,50,-6,4,4
O=C(CN1C(=O)/C(=C/c2ccc(F)cc2)SC1=S)NC1CCS(=O)(=O)C1 (centres undefined),2,-5,-2.1,89,9,-0.2,-1,-5,-3,-2
COc1ccc(NC(=S)Nc2cc(C)cc(C)n2)cc1OC,1,-13,3.5,94,-2,0.1,-1,-15,14,1
CCOC(=O)c1nn(-c2cc(C(=O)OC)cc(C(=O)OC)c2)cc1O,-1,1,1.5,95,1,0.1,-3,nt,1,1
Cc1nn(CC(=O)N2N=C(C(F)F)CC2(O)C(F)F)c(C)c1[N+](=O)[O-] (centres undefined),-4,2,-1.5,100,-2,-0.2,4,-4,7,6
CCCCN1CCc2c([nH]c3ccccc23)C1=O,-5,8,4.2,100,-1,0.1,5,-5,7,0
CCN(Cc1ccccc1)C(=O)c1ccc(C)c(S(=O)(=O)N2CCCCC2)c1,0,0,-2.5,95,-8,0.4,-6,-6,5,-1
Cc1nnc(N2C(=O)C(O)=C(C(=O)c3ccco3)C2c2ccc(C(C)C)cc2)s1 (centres undefined),3,-5,-0.3,102,0,0.1,-2,-5,7,1
O=C(Nc1ccc(N2CCCC2)cc1)c1ccc(Br)o1,12,1,-3.2,151,-1,-0.2,2,-8,13,-2
CN(CCN(C)C(=O)c1[nH]cnc1C(=O)Nc1ccccc1)C(=O)c1[nH]cnc1C(=O)Nc1ccccc1,-1,-12,0.8,100,-1,-0.1,18,-4,-1,1
CC1CCN(C(=O)c2cc(S(=O)(=O)N3CCCCC3)c[nH]2)CC1,2,1,-0.7,98,3,0.2,7,-6,1,-2
Nc1nc(SCC(=O)Nc2ncc(C(F)(F)F)cc2Cl)n[nH]1,1,2,2.2,104,1,-0.1,2,15,7,0
O=C1NC2(NN1c1ccccc1)C1CC3CC(C1)CC2C3 (centres undefined),-24,6,18*,100,5,0.1,22,-5,15,3
COC(=O)NCc1ccc2c(c1)OCO2,-1,-5,1.4,92,2,-0.1,2,-4,12,3
O=S(=O)(c1ccccc1Cl)N1CCC(O)(c2cccnc2)CC1,-2,2,-0.6,98,-2,0.3,4,-3,5,0
COc1ccc(C2(C(=O)NCCc3ccccc3)CCCC2)cc1OC,-3,4,-0.1,97,-6,0.2,-1,nt,7,0
CCC[C@H]1CN(c2ccccc2)C(=O)[C@@H]1CC(=O)Nc1ccc(OC)cc1,-2,6,-1.4,103,-4,-0.2,3,-7,2,4
COc1cc2c(C(=O)NCCN(C)C)cn(CC(C)C)c(=O)c2cc1OC,-3,-7,1.0,69*,1,0.0,-1,-1,-2,0
Nc1nc(NCC2CCCO2)nc(Nc2cccc(Cl)c2)c1[N+](=O)[O-] (centres undefined),-1,9,2.0,96,12,0.4,1,-5,9,2
Cc1ccc(C=NNC(=O)C(=O)Nc2ccc(Cl)c([N+](=O)[O-])c2)cc1,-6,nt,nt,93,0,0.0,-4,-12,nt,0
CCOC(=O)N1CCN(CC(O)COc2ccccc2C(C)(C)C)CC1 (centres undefined),0,2,-2.1,95,-6,-0.1,-5,-14,4,1
O=C(CCS(=O)(=O)c1ccc(Br)cc1)NCCc1ccc(Cl)cc1,0,-4,1.5,95,-5,-0.1,-2,-1,3,1
CCC(=O)Nc1ccc(C(=O)NNC(=O)c2ccc(Cl)cc2)cc1,-4,1,-1.8,94,0,0.5,8,-5,1,1
Cc1ccc(S(=O)(=O)NC2CCSC2=O)cc1C (centres undefined),9,-4,-0.8,101,0,-0.1,9,-5,7,3
CCc1ccc(NS(=O)(=O)c2c(C)noc2C)cc1,-3,4,-3.1,97,14,-0.5,-9,-7,-2,1
Cc1cccc(-c2noc(CNC(=O)COc3ccccc3C)n2)c1,-2,-4,1.4,110,-7,-0.1,-3,-6,13,4
CCc1c(C(=O)N/N=C/c2cn[nH]c2-c2ccc(F)cc2)csc1C,5,9,4.4,98,-3,0.0,2,-6,6,-1
Cc1cccc(N2Cc3ccc(Br)cc3C2)c1,-3,10,-0.6,97,-2,-0.3,0,-4,0,-3
COc1ccccc1CCNC(=O)c1cccc(S(=O)(=O)NCc2ccccc2)c1,-1,3,-5.6,89,-7,0.6,-4,-5,14,2
NC(=O)c1nsc(C(=O)N(Cc2ccco2)C(C(=O)NCC2CCCO2)c2ccc(O)cc2)c1N (centres undefined),12,1,-0.9,92,4,-0.1,20,-3,11,-1
CC(c1ccncn1)N(C)Cc1nc(Cc2ccccc2F)no1 (centres undefined),4,5,-1.0,84,3,-0.3,-1,-5,-3,0
CC(=O)c1cccc(OCc2cc(C(=O)N3CCC(N4CCCCC4)CC3)no2)c1,17,3,1.9,99,2,-0.3,-4,-7,5,-2
O=C(c1ccccn1)c1ncc(C(F)(F)F)cc1Cl,20,-2,-0.2,104,4,-0.3,2,-7,3,0
COc1ccc(NC(=O)NNC(=O)COc2ccc3ccccc3c2)cc1OC,11,2,0.7,99,4,0.5,1,-8,5,1
COc1ccccc1Oc1coc2c(CN(C)C)c(O)ccc2c1=O,-1,18,-1.7,96,-2,-0.1,9,nt,7,1
CCCCNC(=O)C(=O)NCc1ccncc1,1,0,-1.7,98,4,-0.1,-3,-5,7,-1
O=C(CCCN1CCC(C(O)c2ccc(F)cc2)CC1)c1ccc(F)cc1 (centres undefined),-6,nt,nt,93,-7,-0.2,-1,-4,nt,-1
CC(=O)c1cccc(NC(=O)Cn2cnc(S(=O)(=O)N3CCC(C)CC3)c2)c1,12,0,1.0,100,-6,-0.1,-3,nt,14,0
CN1CCN(C(=O)c2cc3c(s2)-c2ccccc2S(=O)(=O)C3)CC1,-9,8,-0.6,87,-2,0.4,3,-10,-6,-1
Cn1c(=O)c(S(=O)(=O)C(C)(C)C)c(O)c2ccccc21,3,19,-1.6,100,-3,-0.1,0,-4,2,0
CCn1c(COC(=O)CNC(=O)c2ccccc2)nc2cc(S(=O)(=O)N(C)C)ccc21,3,2,-1.6,97,1,-0.5,-2,-7,9,0
CCN=C1SC(CC(=O)NC(C)C)C(=O)N1CC (centres undefined),nt,3,0.7,99,0,0.1,-15,-4,6,3
CC(=O)Nc1ccccc1NC(=O)C/C(C)=N/NC(=O)C(=O)N1CCCCC1,31,7,0.4,98,6,-0.2,2,-3,2,4
C#CCOCCOCCOCCNc1nc(N2CCN(C(=O)C([C@@H](C)CC)n3cc(C(N)CC(C)C)nn3)CC2)nc(N2CCN(C(=O)[C@H](CCC(=O)O)n3cc(C(N)[C@H](C)CC)nn3)CC2)n1 (some centres undefined),5,-3,0.2,96,0,-0.2,-2,-5,5,4
CC(/C=N/n1c(-c2cccnc2)n[nH]c1=S)=C\c1ccco1,-2,-1,nt,102,nt,-0.1,11,-20,nt,0
CCN(CC)C(=O)CN(c1cccc(C(F)(F)F)c1)S(C)(=O)=O,2,8,1.1,102,2,1.8,-4,-4,-3,1
O=C(Cn1cc(S(=O)(=O)Cc2ccccc2F)c2ccccc21)N1CCOCC1,0,-1,1.6,96,1,0.0,2,-3,10,-1
CCN(CC)CCCn1c2c(c(SCC(=O)Nc3ccccc3Cl)nc1=O)CCC2,-3,2,-1.0,104,-1,0.4,5,-6,4,-6
CCCCCN=Cc1c(C)[nH]n(-c2nc3ccccc3s2)c1=O,27,-4,-1.4,100,-2,0.2,-18,-6,5,-15

# Two records picked at random from those above:
SMILES,Vif imaging,PDI inh,MC4R barr agon,ABCB6 inh MLPCN,m5-HT2A agonist,aDG glyco up,H9c2 protect,CaV13 ICDI inh,MC4R antagonist,N-glyco inh
Cn1c(=O)c(S(=O)(=O)C(C)(C)C)c(O)c2ccccc21,3,19,-1.6,100,-3,-0.1,0,-4,2,0
CCN=C1SC(CC(=O)NC(C)C)C(=O)N1CC (centres undefined),nt,3,0.7,99,0,0.1,-15,-4,6,3

# Carrying on.
SMILES,Vif imaging,PDI inh,MC4R barr agon,ABCB6 inh MLPCN,m5-HT2A agonist,aDG glyco up,H9c2 protect,CaV13 ICDI inh,MC4R antagonist,N-glyco inh
CCOc1ccc(-c2c[n+](=O)c3c(n2[O-])CCCC3)c(OCC)c1,-4,-2,-1.2,102,2,0.0,4,-4,1,1
CCOc1ccccc1N1CC(C(=O)Nc2nccs2)CC1=O (centres undefined),7,9,-1.8,98,-7,-0.2,0,nt,-1,-1
CC(C(=O)Nc1ccc(S(=O)(=O)N2CCOCC2)cc1)N(c1ccccc1)S(C)(=O)=O (centres undefined),-4,11,-0.8,102,-2,0.2,10,nt,1,-1
O=C(OCC(=O)N1CCC(Cc2ccccc2)CC1)c1ccc(CO)cc1,6,-3,-1.5,102,4,0.0,-9,-3,4,-2
O=C(CSc1nnc(-c2ccccn2)n1Cc1ccco1)c1ccc(-c2ccccc2)cc1,-10,2,2.4,95,-7,0.0,8,-4,-4,2
O=C(Nc1cc(F)ccc1F)C1CCCN1S(=O)(=O)c1cccc2nsnc12 (centres undefined),-4,10,-1.2,99,-4,-0.3,5,-14,1,0
Cc1ccc(S(=O)(=O)/N=C(\N)Nc2nc(C)c3ccc(C)cc3n2)cc1,8,-1,-0.6,95,-3,0.8,-8,-6,-1,2
O=C(NCC(c1cccnc1)N1CCN(c2ccccc2F)CC1)c1ccco1 (centres undefined),nt,nt,-1.0,106,0,0.3,1,-3,2,-1
CC(C)c1cc(CNC(=O)C2CCC(=O)N(CCc3ccc(Cl)cc3)C2)on1 (centres undefined),5,-2,-2.4,103,5,0.1,-3,-8,9,0
CCCC(=O)C1=C(O)C(C(=O)OC)C(C)(C)CC1=Nc1ccc(C)cc1 (centres undefined),1,4,0.8,97,8,0.2,17,-7,-3,-2
Cc1noc(C)c1S(=O)(=O)N(C)C[C@H]1Oc2c(cccc2N(C)C)C(=O)N([C@H](C)CO)C[C@@H]1C,nt,-5,-0.7,100,5,0.2,0,-6,1,3
COc1ccc(-c2nc3oc4cc(OC)ccc4c(=O)c3c(=O)n2Cc2ccco2)cc1,-9,-6,-3.7,100,1,-0.3,11,-4,6,0
OC1CSc2nc3ccccc3n2C1 (centres undefined),0,-6,-1.1,98,2,-0.4,1,2,7,1
CC(=O)Nc1ccc2c(c1)n(C)c(=O)n2C,-6,-4,-3.8,102,3,0.1,8,-5,3,4
O=C1C=C(c2ccc3c(c2)oc2ccccc23)C[C@@H](c2ccc3c(c2)OCO3)C1,1,-3,0.8,102,4,-0.2,0,-11,-5,-1
Nc1ccc(C(=O)OCC(=O)NC2CC2)cc1[N+](=O)[O-],-6,6,-0.4,97,-3,0.5,7,-15,10,1
CC(=O)c1ccc(NC(=O)CSc2cn[nH]n2)cc1,-3,8,-0.8,102,8,-0.1,1,-18,-6,-1

# Screening data: PubChem BioAssay, several laboratories
